SUMO HTRF inh – inhibitors of in vitro SUMOylation cascade, primary screen, biochemical, HTRF, uHTS; SUMO-conjugating enzyme UBC9 (Homo sapiens), P63279; HTRF SUMOylation assay, SAE1/SAE2 + UBC9; inhibition, % at 35 µM; 290,000 compounds, 0.36% hits; in the data active = inhibition above about 50%, passing the limit was not always enough; note: strong numbers were not always called active
pCIP destab – p/CIP-EGFP fusion destabilizers, primary screen, fluorescence, F442A cells; decrease of EGFP signal, % at 10 µM; 290,000 compounds, 0.01% hits; Q05BA5; 16 h;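 active = EGFP signal decrease of at least 30% at 10 µM or well 3 SD below plate mean, unless failing retest; inactive = the rest, including hits failing retest or dose response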; note: some compounds called inactive have numbers as strong as hits; many of its hits are not listed in these tables
Target sequence (Q05BA5 1-1403): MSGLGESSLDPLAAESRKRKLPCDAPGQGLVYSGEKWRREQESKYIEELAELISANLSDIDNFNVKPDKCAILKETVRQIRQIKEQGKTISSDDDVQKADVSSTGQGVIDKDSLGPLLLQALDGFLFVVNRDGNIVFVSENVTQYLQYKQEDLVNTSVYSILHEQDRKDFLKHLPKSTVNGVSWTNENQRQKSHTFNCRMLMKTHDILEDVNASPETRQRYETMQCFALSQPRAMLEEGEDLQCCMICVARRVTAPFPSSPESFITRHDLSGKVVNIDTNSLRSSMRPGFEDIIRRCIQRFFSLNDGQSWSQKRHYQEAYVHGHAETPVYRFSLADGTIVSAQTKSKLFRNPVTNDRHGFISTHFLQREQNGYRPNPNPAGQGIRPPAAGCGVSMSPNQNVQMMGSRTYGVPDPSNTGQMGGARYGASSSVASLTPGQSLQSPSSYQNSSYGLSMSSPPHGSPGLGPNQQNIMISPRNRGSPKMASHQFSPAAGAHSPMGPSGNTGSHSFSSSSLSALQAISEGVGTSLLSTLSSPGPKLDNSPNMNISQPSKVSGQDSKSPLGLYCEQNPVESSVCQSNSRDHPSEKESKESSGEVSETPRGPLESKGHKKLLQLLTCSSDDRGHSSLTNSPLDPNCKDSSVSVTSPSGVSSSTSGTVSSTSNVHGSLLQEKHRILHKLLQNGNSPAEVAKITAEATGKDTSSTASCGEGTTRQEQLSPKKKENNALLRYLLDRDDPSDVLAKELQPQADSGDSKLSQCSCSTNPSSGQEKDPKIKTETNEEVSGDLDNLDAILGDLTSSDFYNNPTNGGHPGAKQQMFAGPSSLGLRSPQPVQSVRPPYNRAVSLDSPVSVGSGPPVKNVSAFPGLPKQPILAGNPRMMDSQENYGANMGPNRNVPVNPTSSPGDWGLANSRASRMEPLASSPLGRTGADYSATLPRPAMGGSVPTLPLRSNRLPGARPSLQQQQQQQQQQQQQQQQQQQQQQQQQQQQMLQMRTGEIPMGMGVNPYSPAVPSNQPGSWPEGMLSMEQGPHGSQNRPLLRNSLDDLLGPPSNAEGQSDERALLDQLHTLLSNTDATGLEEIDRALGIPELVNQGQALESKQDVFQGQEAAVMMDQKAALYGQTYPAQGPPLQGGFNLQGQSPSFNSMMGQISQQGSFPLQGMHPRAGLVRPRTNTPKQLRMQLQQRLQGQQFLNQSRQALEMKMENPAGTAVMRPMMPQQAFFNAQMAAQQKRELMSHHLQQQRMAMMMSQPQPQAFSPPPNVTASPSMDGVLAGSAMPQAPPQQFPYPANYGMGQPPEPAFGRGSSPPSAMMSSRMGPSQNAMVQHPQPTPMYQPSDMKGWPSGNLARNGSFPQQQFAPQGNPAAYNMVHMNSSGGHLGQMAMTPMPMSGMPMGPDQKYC
MEKK2 mut-MEK5 – MEK5 binding signal on mutant MEKK2 PB1, primary screen, biochemical, multiplex bead flow cytometry, Alexa488-MEK5; 290,000 compounds, 0.35% hits; percent response, % at 10 µM; AID 1530, 2009; Alexa488-MEK5 binding to MEKK2 mutant; in the data active = percent response above about 24%, passing the limit was not always enough; note: inactives centre near 1; some results filed as inactive read as strong as hits; reference of the scale not given here
IDE inh – human IDE inhibitors in live cells, primary screen, fluorescence polarization, HEK cells, FAbetaB substrate; Insulin-degrading enzyme (Homo sapiens), P14735; FAbetaB cleavage; AID 434962, 2010; inhibition, % at 5.59 µM; 320,000 compounds, 0.41% hits;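 active = percent inhibition above the average of all tested compounds plus 3 SD, set per screening campaign, cut at about 16% in these data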;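 note: IDE supplied by intact live HEK cells; FP after avidin binding of uncleaved biotin substrate so inhibition keeps polarization high; 0% = DMSO wells and 100% = 60 µM reference IDE inhibitor Ii1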
M18AAP inhibitor – PfM18AAP inhibitors, malaria aminopeptidase, primary screen, biochemical, QFRET, recombinant enzyme; M18 aspartyl aminopeptidase (Plasmodium falciparum 3D7); H-Glu-NHMec fluorogenic cleavage; inhibition, % at 7.35 µM; 290,000 compounds, 1.2% hits;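 active = inhibition above the campaign mean inhibition over all tested compounds plus 3 SD, cut at about 28% in these data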;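 note: 0% = plate median of test compound wells and 100% = 2 mM ZnCl2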
IDE act – human IDE activators in live cells, primary screen, fluorescence polarization, HEK cells, FAbeta-B substrate. Insulin-degrading enzyme (Homo sapiens), P14735. FAbeta-B cleavage; 0% vehicle, 100% cell-free pure enzyme wells. activation, % at 5.96 µM. 340,000 compounds, 0.073% hits;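 active = activation above the mean of all tested compounds plus 3 SD, set per screening campaign, cut at about 17% in these data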
NALP1 inh – NALP1 inflammasome inhibitors in reconstituted yeast, colorimetric, S. cerevisiae, triplicate retest. S. cerevisiae NALP1/ASC/caspase-1 growth, X-gal OD620, 72 h. inhibition, % at 10 µM. 280,000 compounds, 0.61% hits. AID 2071, 2009; in the data active = inhibition mostly above about 24%, no sharp cut-off; inactive = mostly below about 32%; note: some compounds called inactive have numbers as strong as hits
MEKK2wt PB1 HTS – modulators of MEK5 binding to wildtype MEKK2, primary screen, biochemical, multiplex bead flow cytometry, Alexa488-MEK5; Mitogen-activated protein kinase kinase kinase 2 (Homo sapiens), Q9Y2U5; Alexa488-MEK5 binding to MEKK2 WT; actives lie on both sides; binding response (% of control), % at 10 µM; 290,000 compounds, 1.1% hits; AID 1531, 2009; in the data active = binding response below about 67% or above about 130%
MEKK3 PB1 HTS – modulators of MEKK3-MEK5 PB1 binding, primary screen, biochemical, wildtype MEKK3, multiplex bead flow cytometry, Alexa488-MEK5 | AID 1529, 2009 | binding response (% of control), % at 10 µM | Mitogen-activated protein kinase kinase kinase 3 (Homo sapiens), Q99759 | 290,000 compounds, 1.4% hits | bead-based flow cytometry, Alexa488-MEK5 binding to MEKK3; actives lie on both sides; 0 = blocked by unlabeled MEK5, 100 = vehicle;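 active = binding response more than 3 SD above or below the average of its plate-row segment, actives on both sides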;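 note: Alexa488 bead fluorescence after subtracting the streptavidin-only scavenger bead signal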
An asterisk follows results filed as active; / = not tested or not shown.

IDE inh | SUMO HTRF inh | NALP1 inh | pCIP destab | MEKK2 mut-MEK5 | MEKK2wt PB1 HTS | M18AAP inhibitor | IDE act | MEKK3 PB1 HTS | smiles
4 | 9 | 7 | -12 | -9 | 95 | 1 | -3 | 99 | COc1ccc(N2C(=O)c3ccccc3NC2c2cccnc2)cc1 (stereo not given)
-4 | 0 | 25 | -2 | 10 | 105 | 8 | -4 | 107 | Cc1noc(C)c1CSc1nnc(-c2ccncc2)n1-c1ccc(Cl)c(Cl)c1
8 | 2 | -6 | 9 | 2 | 100 | -4 | -5 | 102 | COc1ccc(C(=O)NC2CCCCCC2)cc1OC1CCN(C(C)=O)CC1
2 | 25 | -2 | -5 | 3 | 101 | 2 | 5 | 99 | CC1=NN(c2nc(-c3ccccc3)cs2)C(=O)C1N=Nc1ccccc1 (stereo not given)
1 | 0 | 8 | 0 | 14 | 113 | -1 | -3 | 109 | NC(=O)CSc1nnc(-c2cnccn2)n1-c1ccccc1
-1 | 19 | -8 | -4 | -1 | 93 | 10 | -2 | 84 | CCOCc1[nH]c(=S)[nH]c(=O)c1Cc1ccc(OCC)cc1
-1 | 28 | 4 | -5 | 3 | 105 | 0 | 5 | 102 | Cc1c(OCC(=O)N[C@H](C(=O)O)c2ccccc2)ccc2c3c(c(=O)oc12)CCCC3
-2 | 22 | 16 | 6 | -6 | 96 | -3 | -3 | 98 | Cc1cc(C)cc(NC(=O)C2CCN(S(=O)(=O)c3ccc4[nH]c(=O)ccc4c3)CC2)c1
-3 | -9 | 4 | 8 | 6 | 105 | -5 | 8 | 107 | CCOc1ccc(S(=O)(=O)Nc2ccc(S(=O)(=O)Nc3cc(OC)ccc3OC)cc2)cc1
6 | / | 1 | -23 | 9 | 104 | 1 | -4 | 103 | Cc1ccccc1Nc1cc2ccccc2c(=O)[nH]1
1 | -6 | -2 | -20 | 1 | 106 | 5 | 3 | 105 | CCOC(=O)N1CCC(N(CCCOC)C(=O)Nc2cccc(OC)c2)CC1
8 | 3 | 19 | -2 | -1 | 102 | 5 | 6 | 106 | Cc1noc(C)c1CSc1nnc(-c2cc(Cl)ccc2Cl)n1N

An excerpt from above, reduced to M18AAP inhibitor, SUMO HTRF inh and IDE inh:
mol | M18AAP inhibitor | SUMO HTRF inh | IDE inh
Cc1noc(C)c1CSc1nnc(-c2cc(Cl)ccc2Cl)n1N | 5 | 3 | 8
COc1ccc(N2C(=O)c3ccccc3NC2c2cccnc2)cc1 (stereo not given) | 1 | 9 | 4
Cc1ccccc1Nc1cc2ccccc2c(=O)[nH]1 | 1 | / | 6
CCOCc1[nH]c(=S)[nH]c(=O)c1Cc1ccc(OCC)cc1 | 10 | 19 | -1
CCOc1ccc(S(=O)(=O)Nc2ccc(S(=O)(=O)Nc3cc(OC)ccc3OC)cc2)cc1 | -5 | -9 | -3
Cc1c(OCC(=O)N[C@H](C(=O)O)c2ccccc2)ccc2c3c(c(=O)oc12)CCCC3 | 0 | 28 | -1
Cc1cc(C)cc(NC(=O)C2CCN(S(=O)(=O)c3ccc4[nH]c(=O)ccc4c3)CC2)c1 | -3 | 22 | -2

New compounds follow:
IDE inh | SUMO HTRF inh | NALP1 inh | pCIP destab | MEKK2 mut-MEK5 | MEKK2wt PB1 HTS | M18AAP inhibitor | IDE act | MEKK3 PB1 HTS | smiles
6 | 9 | -2 | 4 | -2 | 95 | 1 | 0 | 92 | O=C(NCc1nnc(SCC(=O)N2CCOCC2)o1)c1ccccc1F
1 | 1 | 11 | -14 | 10 | 102 | 4 | -4 | 102 | CC1=C(C(=O)OCc2ccccc2)C(c2ccccc2Cl)NC(=O)N1C (stereo not given)
-1 | 8 | 25 | -4 | 0 | 92 | 0 | -2 | 96 | CC(=O)C(Cc1ccccc1)NC(=O)CN(C)Cc1ccccc1Cl (stereo not given)
-2 | 11 | 9 | -6 | 4 | 110 | 0 | 6 | 103 | CCCn1c(N)c(N(CCOC)C(=O)c2ccc([N+](=O)[O-])c(C)c2)c(=O)[nH]c1=O
-1 | -4 | 1 | 14 | 1 | 109 | -2 | 11 | 98 | C/C(=N\NC(=O)c1ccc(CN2CCc3ccccc3C2)cc1)c1ccccc1O
-4 | 19 | 14 | -6 | -4 | 94 | 9 | -4 | 98 | CC(C)C(NC(=O)c1ccc(C(C)(C)C)cc1)C(=O)O (stereo not given)
-9 | 10 | -1 | -2 | 4 | 102 | 3 | 3 | 109 | CC(C)(C)N1C(=O)c2ccc(C(=O)NCc3ccco3)cc2C1=O
0 | 12 | 10 | 1 | 0 | 102 | -11 | 2 | 110 | O=C(Nc1ccc(S(=O)(=O)Nc2ncccn2)cc1)c1ccc(Br)o1
8 | -17 | 5 | -1 | 3 | 96 | -6 | 3 | 96 | CCOc1ccc(CN2CCN(C(=O)c3cccc(F)c3)CC2)cc1
/ | 31 | 15 | -5 | -10 | 77 | 0 | / | 90 | Cc1sc2nc3c(C(=O)N4CCN(c5ccccn5)CC4)cccn3c(=O)c2c1C
2 | 17 | 9 | -4 | 10 | 109 | -9 | 4 | 108 | O=C(Cc1ccc(Cl)cc1)NNC(=O)Nc1cccc2ccccc12
22* | 46 | 1 | -18 | -2 | 77 | 1 | -3 | 92 | Oc1ccc(Br)cc1C=Nc1ccc2c3c(cccc13)CC2
-4 | / | / | / | 0 | 97 | -2 | 0 | 101 | Cn1c(=O)oc2cc(S(=O)(=O)N3CCN(C(=O)c4ccco4)CC3)ccc21
1 | 2 | / | -8 | -13 | 96 | -1 | 4 | 92 | O=C(c1cccc2ccccc12)C1CCCN(C(=O)C2CCOCC2)C1 (stereo not given)
5 | 3 | -15 | -22 | 12 | 110 | -1 | 2 | 107 | CCOC(=O)CN1CC23C=CC(O2)C(C(=O)NCc2ccc(C)cc2)C3C1=O (stereo not given)
2 | 8 | -13 | -4 | 0 | 102 | 5 | 4 | 101 | CNC(=O)NC1CCCCc2sccc21 (stereo not given)
1 | -15 | 2 | 0 | -6 | 87 | -11 | 1 | 97 | Cc1ccc(C)c(N2CCN(C(=O)c3ccc(Cn4c(=O)[nH]c5ccccc5c4=O)cc3)CC2)c1
-7 | 19 | 7 | 0 | -18 | 87 | -2 | -4 | 86 | CCCOc1ccc(C(=O)O)cc1
1 | 6 | -12 | 3 | -4 | 94 | -9 | 5 | 98 | CCOC(=O)c1ccc(NC(=O)CS(=O)(=O)c2cn(CC)c3ccccc23)cc1
10 | -4 | -7 | 9 | 18 | 106 | 2 | 2 | 103 | Cc1ccc(N(CCC#N)C(=O)CSc2ccc3c(c2)OCCO3)cc1
4 | 0 | 33 | 14 | 2 | 104 | 5 | -6 | 100 | CSc1nsc(SCC(=O)Nc2ccc(C(C)=O)cc2)n1
2 | 5 | 16 | -3 | -2 | 98 | -8 | 2 | 95 | Cc1cccc(C)c1NC1=C(Cl)C(=O)OC1OC(=O)c1ccccc1 (stereo not given)
-1 | -6 | 12 | -25 | 1 | 96 | 3 | 1 | 94 | CCOC(=O)c1cnc2ccc(F)cc2c1Nc1ccc2c(c1)OCCO2
-4 | 20 | 5 | 5 | 5 | 107 | 2 | -6 | 101 | COC(=O)CC/C(C)=N\Nc1ccc([N+](=O)[O-])cc1[N+](=O)[O-]

Whole records from above. Order of values: IDE inh	SUMO HTRF inh	NALP1 inh	pCIP destab	MEKK2 mut-MEK5	MEKK2wt PB1 HTS	M18AAP inhibitor	IDE act	MEKK3 PB1 HTS
`CCOC(=O)c1cnc2ccc(F)cc2c1Nc1ccc2c(c1)OCCO2` is entered as -1	-6	12	-25	1	96	3	1	94
`Cc1ccc(N(CCC#N)C(=O)CSc2ccc3c(c2)OCCO3)cc1` is entered as 10	-4	-7	9	18	106	2	2	103
`CCOC(=O)c1ccc(NC(=O)CS(=O)(=O)c2cn(CC)c3ccccc23)cc1` is entered as 1	6	-12	3	-4	94	-9	5	98
`CCCOc1ccc(C(=O)O)cc1` is entered as -7	19	7	0	-18	87	-2	-4	86
`COC(=O)CC/C(C)=N\Nc1ccc([N+](=O)[O-])cc1[N+](=O)[O-]` is entered as -4	20	5	5	5	107	2	-6	101

(cont.)
IDE inh | SUMO HTRF inh | NALP1 inh | pCIP destab | MEKK2 mut-MEK5 | MEKK2wt PB1 HTS | M18AAP inhibitor | IDE act | MEKK3 PB1 HTS | smiles
-5 | -5 | 12 | 0 | 1 | 95 | 0 | -4 | 97 | O=C(CSCC(=O)NCc1ccco1)NCc1ccco1
-1 | -8 | 16 | 7 | -1 | 101 | -4 | 7 | 103 | CC(C)Cn1c(=O)c(C(=O)NCc2ccc3c(c2)OCO3)c(O)c2ccccc21
-2 | -1 | 9 | 9 | -2 | 105 | 1 | -5 | 103 | CSCCC(NS(=O)(=O)c1ccccc1F)C(=O)OCc1ccccc1Cl (stereo not given)
7 | -4 | -3 | 7 | 4 | 104 | 0 | -1 | 104 | CCC(C)(C(=O)NC1CCCC1)N(Cc1cccs1)C(=O)c1ccccn1 (stereo not given)
1 | 16 | 13 | -1 | 22 | 108 | 1 | 3 | 104 | COc1ccc(C(C(=O)OCCN(C)C)c2ccccc2)cc1 (stereo not given)
-9 | -13 | 19 | 28 | 0 | 109 | -1 | -3 | 114 | CCCn1c(SC/C(O)=C(\C#N)c2nc3ccccc3[nH]2)n[nH]c1=O
2 | 10 | 22 | 12 | 3 | 96 | 7 | 3 | 105 | COc1ccccc1NC(=O)CCn1c(=O)sc2ccccc21
0 | -16 | -8 | -17 | 5 | 115 | 0 | 5 | 109 | CCN(CC)c1ccc(/C=N/N2CCN(Cc3ccccc3Cl)CC2)c(O)c1
5 | -12 | 9 | 4 | 28 | 106 | -3 | 1 | 107 | N#C/C(=C\c1cn(-c2ccccc2)nc1-c1ccccc1)S(=O)(=O)c1ccccc1
-3 | 5 | -7 | 7 | 5 | 111 | -1 | 2 | 111 | CCn1c(=O)c(C(=O)Nc2ccc(C)cc2)c(O)c2ccccc21
3 | 2 | / | 4 | -2 | 102 | -11 | 4 | 100 | O=[N+]([O-])c1cc(S(=O)(=O)NCCCN2CCOCC2)ccc1Cl
7 | 8 | -8 | -1 | -1 | 96 | 21 | -3 | 98 | O=C(CSc1ccccc1C(=O)O)c1ccc([N+](=O)[O-])cc1
6 | 6 | 0 | 1 | 5 | 110 | 1 | 4 | 98 | COc1cc(F)ccc1CN1CCC(C(=O)Nc2ccc(Oc3ccccc3)nc2)CC1
2 | 9 | 10 | -11 | 2 | 100 | 4 | 3 | 103 | COc1ccccc1NC(=O)c1cnc(SC)nc1
2 | 8 | 14 | 4 | / | / | 3 | 1 | / | CCSc1nnc2n1C(C)(C)Cc1ccccc1-2
1 | -13 | / | 13 | -5 | 88 | 1 | / | 91 | CO/N=C1\CCCc2c(C(=O)NN)sc(SC)c21

Source: PubChem BioAssay (several laboratories)

A portion of the library (hit frequency here may not be typical).
